Screens from PubChem BioAssay.
B2AR arrestin: agonists driving beta-arrestin recruitment to human beta2-adrenergic receptor; P07550; beta-arrestin recruitment to beta2AR, cell-based reporter; Potency, µM (top dose mostly 46.1 µM), for the others: at the highest dose activation, hits mostly activators; 330,000 compounds, 0.02% hits; AID 492947;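 also: potency is read from the fitted curve at half-maximal effect; 0% = DMSO controls and full agonism = EC100 isoproterenol or metaproterenol; nearly all actives have a fitted effect of over 65% in size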
TCR act: activators of T cell receptors | primary human leukocytes, anti-CD3, IL-2 HTRF, 48 h | 330,000 tested, under 10 active | Potency, µM (titrated, usually from 9.22 µM), inactives show at the highest dose activation of IL-2 secretion, usual class: activators; also: % of control where 0% means no effect
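1) Mix primary human leukocytes, a-CD3 beads and compound. 2) Incubate 48 hr. 3) Add HTRF IL-2 reagents (a-IL-2-K, a-IL-2-d2).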
TSHR antag: antagonists of human thyroid stimulating hormone receptor. TSHR-expressing cells, TSH-stimulated cAMP HTRF, 2 h; stronger effect = lower value. activity change, negative = inhibition, % at 11.5 µM. 330,000 compounds, 0.2% hits;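 active = activity change below a set negative limit, meaning inhibition stronger than a set level, cut at about -70% in these data; inconclusive = activity change between two set negative limits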; also: % is scaled to controls: 0 for no effect and ±100 for the full control effect
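Antagonism was scored as loss of TSH-driven cAMP in TSHR cells, stimulated with 4nM TSH (EC80) for 2 hours at 37 deg C and detected by homogeneous HTRF competition immunoassay.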
uPA generation: cell surface uPA generation inhibition | cell surface uPA generation assay, qHTS | Potency, µM (series often up to 38.3 µM), for inactives: top-dose activity change, negative = inhibition, hits mostly inhibitors | 330,000 compounds, 0.31% hits | AID 540303; active = well fitted inhibition curve with a large enough effect; inconclusive = small, poorly fitted or top-dose-only effect; inactive = no such curve, though single readings can be large or run the other way; tested in mouse RAW 264.7 cells; also: potency is read from the fitted curve at half-maximal effect; % is scaled to controls: 0 for no effect and ±100 for the full control effect; nearly all actives have a fitted effect of over 55% in size
TSG101-PTAP inh: blocks PTAP/TSG101 interaction to inhibit HIV-1 budding; Fluorescence polarization, FITC-PTAP peptide / Tsg101 binding; Potency, µM (top dose mostly 115 µM), inactives show top-dose activity change, negative = inhibition, usual class: inhibitors; 340,000 tested, under 10 active; AID 493005; active = well fitted inhibition curve with a large enough effect in the main read-out, with a control signal flat, not every such curve was filed as active; inconclusive = small, poorly fitted or top-dose-only effect, or effect the other way, or a change in a side signal; inactive = no such curve, though single readings can be large or run the other way; also: potency is read from the fitted curve at half-maximal effect; % of control where 0% means no effect
Target sequence (Q99816 whole entry, looked up): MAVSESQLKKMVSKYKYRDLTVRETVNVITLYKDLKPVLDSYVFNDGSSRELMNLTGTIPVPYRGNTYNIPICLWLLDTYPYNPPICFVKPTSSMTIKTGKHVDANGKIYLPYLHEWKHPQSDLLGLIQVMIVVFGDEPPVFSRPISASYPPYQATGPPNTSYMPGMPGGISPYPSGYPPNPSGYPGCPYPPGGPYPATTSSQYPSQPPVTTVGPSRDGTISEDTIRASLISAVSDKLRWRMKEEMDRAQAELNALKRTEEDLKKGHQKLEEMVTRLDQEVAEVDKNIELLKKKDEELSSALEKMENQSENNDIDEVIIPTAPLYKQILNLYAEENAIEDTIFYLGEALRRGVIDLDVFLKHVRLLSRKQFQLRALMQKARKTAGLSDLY
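FP read-out: FITC-PTAP peptide, 50 nM final, binding Tsg101 binding domain, 10 uM final; 20 min, r.t.; 10 mM HEPES pH 7.5, 0.15 M NaCl, 0.01% Tween 20, 3 mM EDTA, 0.1 mM TCEP.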
ELG1 repair inh: inhibitors of ELG1-dependent DNA repair in HEK293T cells; HEK293T ELG1-luciferase reporter, luminescence, 16 h; DNA damage induced by 5-fluorouridine; Potency, µM (top dose mostly 46.1 µM), without a hit: top-dose activity change, negative = inhibition, usual class: inhibitors; 330,000 compounds, 2.3% hits; AID 504467; also: potency is read from the fitted curve at half-maximal effect; % is scaled to controls: 0 for no effect and ±100 for the full control effect; nearly all actives have a fitted effect of over 55% in size
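DMSO vehicle served as the neutral condition. Each well held 2,000 cells given 5-fluorouridine plus compound; after 16 hr at 37 °C/5% CO2, ONE-Glo was added and luciferase measured 30 min later.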
Tb PFK block: T. brucei PFK enzyme inhibition; O15648; T. brucei PFK, ADP-Glo luminescence; Potency, µM (top dose mostly 57.5 µM), for the others: top-dose activity, negative = inhibition, usual class: inhibitors; 330,000 compounds, 0.17% hits;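 also: potency is read from the fitted curve at half-maximal effect; 0% = uninhibited 1x PFK enzyme wells and -100% = no-enzyme wells; nearly all actives have a fitted effect of over 60% in size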
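Luminescent ADP detection (ADP-Glo, two-step: ATP depletion then ADP-to-ATP conversion for luciferase) reported PFK activity after 45 min room-temperature reaction of 1.25 nM enzyme with 0.5 mM F6P and 0.1 mM ATP at pH 8.0.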
Mito fusion act: blocks mitochondrial division or promotes mitochondrial fusion | Potency, µM (series often up to 46.1 µM), for the others: top-dose growth rescue (activation), most hits filed as activators | 320,000 compounds, 0.23% hits | S. cerevisiae fusion-defective mutant growth rescue, CellTiterGlo 48 h;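 also: potency is read from the fitted curve at half-maximal effect; % of control where 0% means no effect; nearly all actives have a fitted effect of over 45% in size; temperature-sensitive fusion mutants such as fzo1-1 at 37 °C on non-fermentable ethanol glycerol medium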
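S. cerevisiae fusion-defective temperature-sensitive mutants (e.g. fzo1-1, mgm1-5) grown 48 h at 37C in YPEG (ethanol/glycerol non-fermentable) medium with 23 nl compound per well; growth rescue read as CellTiterGlo luminescence.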
Eya2 inh: blocks the phosphatase activity of human Eya2; O00167; 330,000 compounds, 0.006% hits; Potency, µM (top dose mostly 76.9 µM), inactives show at the top dose activity, negative = inhibition, hits mostly inhibitors; AID 488837; recombinant Eya2, OMFP fluorescence dephosphorylation (OMFP is methylfluorescein phosphate); also: potency is read from the fitted curve at half-maximal effect; % is scaled to controls: 0 for no effect and ±100 for the full control effect
Target sequence (O00167 whole entry, looked up): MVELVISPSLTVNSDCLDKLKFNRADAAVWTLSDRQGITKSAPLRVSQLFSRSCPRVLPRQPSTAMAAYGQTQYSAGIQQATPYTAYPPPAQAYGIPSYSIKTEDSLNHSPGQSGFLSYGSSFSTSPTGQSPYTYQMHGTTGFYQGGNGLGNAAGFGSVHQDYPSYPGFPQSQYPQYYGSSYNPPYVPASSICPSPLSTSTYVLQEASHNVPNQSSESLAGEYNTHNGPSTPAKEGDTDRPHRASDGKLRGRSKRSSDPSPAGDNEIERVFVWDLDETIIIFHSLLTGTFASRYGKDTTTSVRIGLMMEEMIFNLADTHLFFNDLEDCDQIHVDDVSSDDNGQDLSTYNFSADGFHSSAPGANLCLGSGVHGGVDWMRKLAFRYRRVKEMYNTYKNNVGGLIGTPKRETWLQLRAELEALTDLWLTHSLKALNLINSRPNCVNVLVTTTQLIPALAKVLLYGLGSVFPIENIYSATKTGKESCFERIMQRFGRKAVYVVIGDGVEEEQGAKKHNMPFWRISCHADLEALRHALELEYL
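Eya2 protein (added as 0.2 uM solution) was preincubated with compound for 10 min at ambient temperature in 50 mM HEPES pH 7.5, 50 mM NaCl, 5 uM MgCl2, 0.05% BSA, 1 mM DTT. OMFP (added at 50 uM) then reacted 10 min; fluorescence read at 485/525 nm.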
Chronic BCR inh: inhibitors of chronic active B-cell receptor signaling | 340,000 compounds, 0.05% hits | Potency, µM (highest dose often 46.1 µM), for inactives: at the highest dose ratio change, negative = lower green/red ratio, hits mostly inhibitors | ABC-DLBCL IkBa-CBG/CBR reporter, luminescence ratio, 4 h; active = well fitted inhibition curve with a large enough effect in the signal ratio, with a control signal flat, not every such curve was filed as active; inconclusive = small, poorly fitted or top-dose-only effect, or effect the other way, or a change in a side signal; the % refers to the signal ratio;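 also: potency is read from the fitted curve at half-maximal effect; plate controls were basal doxycycline-induced cells for no effect and cells given 10 µM MG132 for full effect; MG132 reads +100%, hits lower the ratio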
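Doxycycline induced both beetle luciferases in TMD8 lymphoma cells; IKK-driven degradation limits the IkappaBalpha-fused green signal, while red luminescence normalises for cell number and nonspecific effects. Compounds tested up to 46 uM, 4 hrs.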
USP2a inh: blocks human ubiquitin-specific protease USP2a | O75604 | USP2 core, Ub-CHOP2 coupled fluorogenic reporter, 485/531 | Potency, µM (doses to about 38.3 µM), inactives show top-dose activity change, negative = inhibition, actives largely listed as inhibitors | 330,000 compounds, 0.01% hits;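 also: potency is read from the fitted curve at half-maximal effect; plate controls were DMSO wells for no effect and full inhibition by NEM control for full effect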
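Deubiquitinase activity read as fluorescence (485/531 nm) after Ub-CHOP2 cleavage activates the enterokinase reporter on its substrate; USP2 core 10nM, Ub-CHOP2 and substrate 25nM each, 30min compound preincubation then 60min RT; data normalized to NEM, curves fitted.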
The depositor's hits bear a star; ? = inconclusive; nt = no result given; & = joins results of further samples; [ ] = another dose, or the depositor's remark. Unless noted, calls follow the shape of the dose curve; as a rule, active = well fitted curve in the direction sought with a large enough effect; inconclusive = small, poorly fitted or top-dose-only effect, or another doubt; inactive = no such curve, though single readings can be large; an effect the other way counts as inactive or inconclusive. Rows were taken by chance. About 3% of those tested had a hit in this group.

SMILES | B2AR arrestin | TCR act | TSHR antag | uPA generation | TSG101-PTAP inh | ELG1 repair inh | Tb PFK block | Mito fusion act | Eya2 inh | Chronic BCR inh | USP2a inh
CS/C(=N\S(=O)(=O)c1cccs1)Nc1cccc(Cl)c1C | -0.4% | -4.9%[46.1 µM] | -2.2 | -1.3% | -9.1% | -1.4% | 4.7% | ? | -18.0% | -0.5% | 2.7%
O=C(O)CCC(=O)c1ccc2c(c1)OCCO2 | 0.1% | 1.1% | 10.0 | 6.1% | -0.3% | 23.8% | 0.5% | 0.1% | 30.3% | -3.3% | 3.0%
Cn1c(CNS(=O)(=O)c2ccc(Cl)cc2)cc(=O)n(C)c1=O | 3.6% | 8.1% | 6.2 | 3.3% | -7.5% | 12.9% | 0.4% | -2.2% | 4.6% | -0.7% | 1.7%
O=C(O)c1cc(Br)ccc1NS(=O)(=O)c1cccc2nsnc12 | -0.8% | 7.5% | -9.0 | -1.9% | -1.2% | 0.1% | 4.7% | 3.3% | 15.2% | 11.3% | -4.2%
O=C(CCCC(=O)NC1CCCC1)NC1CCCC1 | 0.0% | -5.4%[46.1 µM] | 0.3 | 17.8% | 0.7% | -2.5% | 0.2% | -5.5% | 0.2% | -4.9% | -2.3%
COC(=O)c1c(C(=O)c2ccc(Br)cc2)n(C)c2ccccc12 | -0.1% | 1.7% | 17.4 | -1.0% | -9.5% | 8.5% | 0.3% | -0.7% | -9.5% | 2.3% | -0.3%
COc1ccc(CCNC(=O)C2CCN(S(=O)(=O)c3cccc4cccnc34)CC2)cc1OC | 0.5% | -1.0% | 8.3 | 3.3% | -2.8% | 3.8% | ? | 2.5% | -6.8% | 1.2% | 3.1%
CCOc1ccc2oc(C(=O)Nc3ccc4c(c3)OCO4)c(C)c2c1 | 0.4% | -7.0% | -23.6 | -1.3% | -3.5% | ? | -1.3% | 5.9% | -2.5% | ? | 0.8%
COc1ccc(OC)c(S(=O)(=O)Nc2ccc3[nH]c(=O)[nH]c3c2)c1 | 0.7% | 2.0% | -1.4 | 4.1% | -1.6% | 12.7% | 0.9% | 4.4% | 12.0% | 6.2% | 1.1%
COc1cc(C=O)cc(Br)c1OCC(N)=O | -0.2% | 8.6% | 12.0 | 0.2% | -1.4% | -21.6% | 3.3% | 0.3% | 0.9% | ? | 1.6%
CCOC(=O)c1cc2c(=O)n3cccc(C)c3nc2n(Cc2ccco2)c1=NC(=O)c1ccccc1 | -0.7% | -11.1%&-5.9% | -11.2 | -1.2%&0.1% | -1.3%&-4.6% | -12.3% | 1.0% | 1.7% | -14.4% | 13.5% | 1.0%
COc1ccc(OCC(O)CNC(C)c2ccccc2)cc1 (configuration not stated) | 0.5% | -2.7% | 5.3 | 9.0% | -4.4% | -19.5% | 0.4% | 5.6% | 5.1% | 0.9% | 0.6%
CCc1c(C)nc(SCC(=O)N2CCCCC2)[nH]c1=O | -0.2% | -2.5% | 3.4 | -9.7% | 1.5% | ? | 0.1% | -2.5% | -15.0% | 1.8% | 1.4%
CCC(C)N1CC23C=CC(O2)C(C(=O)OCc2ccccc2)C3C1=O (configuration not stated) | -0.5% | 0.0% | 3.7 | -0.2% | -2.0% | 8.8% | 1.1% | -2.4% | ? | 8.5% | -2.1%
O=C(CCCCCn1c(=S)[nH]c2cc3c(cc2c1=O)OCO3)N1CCN(C(=O)c2ccco2)CC1 | -0.5% | -10.2% | 4.7 | -1.8% | 0.2% | -18.1% | 1.4% | 1.1% | -9.8% | 0.3% | 2.4%
COc1ccc(-c2nnc(Nc3ccc(CC(N)=O)cc3)c3ccccc23)cc1 | 0.0% | -21.9%[46.1 µM] | 32.7 | -2.2% | 0.3% | ? | -0.3% | -0.2% | 1.8% | ? | 4.2%
CN(C)c1ccc(N=Cc2ccco2)cc1 | 8.6% | 14.7% | -74.2* | nt | -1.8% | ? | -12.0% | -10.3% | -1.1% | ? | 1.3%
CCOC(=O)c1cc(NC(=O)SCC(=O)O)c(C)nc1C | -0.4% | -4.0% | 1.1 | -1.7% | -1.7% | 4.7% | 0.0% | -1.3% | 11.5% | -4.1% | 1.8%
CC(C)(C)c1ccc2c(c1)C(c1ccc3c(c1)OCO3)CC(=O)O2 (configuration not stated) | -0.5% | 3.8%[46.1 µM] | 2.4 | 11.2% | -2.4% | 13.6% | 0.7% | nt | -6.0% | 16.3% | 2.7%
CCCCn1c(N)c(N(CC(C)C)C(=O)C2=COCCO2)c(=O)[nH]c1=O | -0.1% | nt | 5.8 | 0.1% | -2.0% | 17.4% | 13.7% | -0.3% | -4.3% | 1.0% | 1.9%
Cc1cc2ncn(CCC(=O)NC3CCCC3)c2cc1C | 8.6% | 1.9% | 12.9 | 2.7% | -2.8% | 8.2% | 3.3% | -9.8% | -3.9% | ? | 0.9%
O=C(Nc1ccccc1C(=O)NCC1CCCO1)c1ccco1 (configuration not stated) | 0.1% | nt | -4.8 | 5.8% | -7.9% | -8.2% | -3.7% | 1.2% | -3.4% | ? | 1.6%
CN=C1S/C(=C\c2ccc(Cl)cc2)C(=O)N1C | 0.0% | -4.3% | 7.8 | -1.5% | -0.2% | 28.1% | -0.2% | -13.5% | 7.4% | 6.2% | 2.0%
COc1ccc(OC)c(-c2nc(CN3CCN(C(=O)c4ccco4)CC3)c(C)o2)c1 | 0.2% | -1.9% | -4.0 | -6.2% | -2.0% | -3.5% | -2.8% | -1.7% | 2.2% | 0.9% | 2.5%
Cc1ccc(Nc2nnc(SCC(=O)Nc3ncc(S(=O)(=O)c4ccc([N+](=O)[O-])cc4)s3)s2)cc1 | -0.7% | 3.5%[46.1 µM] | 15.7 | 1.8% | -3.2% | ? | 0.3% | -0.6% | 5.4% | 2.7% | 2.1%
O=C1C(=O)N(Cc2ccncc2)C(c2ccccc2F)/C1=C(\O)c1ccc2c(c1)OCCO2 (configuration not stated) | -0.2% | -7.5% | 12.4 | -15.5% | -2.0% | 17.1% | 0.5% | -0.5% | -15.4% | -5.3% | 2.1%
O=C(c1ccccc1Br)N1CCN(c2ccc([N+](=O)[O-])c(N3CCOCC3)c2)CC1 | -0.6% | 2.1% | 1.5 | -20.0% | -0.7% | -4.0% | -2.1% | 4.0% | 4.1% | -8.3% | 4.6%
COc1ccc2c(C(=O)CN3CCN(CCO)CC3)c[nH]c2c1 | -1.0% | nt | 15.2 | nt | -3.3% | 0.5% | 1.2% | -6.7% | 5.7% | -0.7% | 0.6%
CC(=O)c1ccc(NC(=S)NC(NC(=O)c2ccco2)C(Cl)(Cl)Cl)cc1 (configuration not stated) | 0.0% | 4.9% | -5.5 | 2.9% | -0.8% | 1.4% | 0.0% | 2.9% | 19.2% | -8.9% | -0.8%
Cc1cc(=O)[nH]c(SCC(=O)N2CCCC(C)C2)n1 (configuration not stated) | -0.3% | -2.7% | -0.3 | 4.5% | -2.0% | 0.0% | 0.3% | 0.6% | 7.6% | 4.3% | 0.9%
O=C(COC(=O)COc1ccccc1[N+](=O)[O-])NC1CCCC1 | -3.4% | -3.1%[46.1 µM] | 2.6 | 11.7% | -0.1% | 0.8% | 0.2% | -0.2% | 5.6% | ? | 3.4%
O=C1CC(c2ccccc2)CC(O)=C1C=NCCN1CCN(C(=O)Nc2ccccc2)CC1 (configuration not stated) | 0.0% | -0.5% | -11.0 | -3.5% | 0.1% | -10.6% | -5.8% | 0.6% | -9.2% | 0.6% | 2.8%
O=C(O)c1cccc(-n2cccc2/C=C2/SC(=O)N(CC(=O)N3CCCC3)C2=O)c1 | 0.0% | -1.7% | 6.6 | 5.2% | -6.7% | 8.5% | -13.4% | -5.1% | -20.7% | 0.7% | 2.9%
CC(C)CN(C(=O)CSc1nnc(-c2ccco2)o1)c1c(N)n(Cc2ccccc2)c(=O)[nH]c1=O | 0.1% | -20.0% | 2.2 | -6.6% | -0.6% | 2.8% | -8.1% | 0.2% | 0.5% | -6.3% | 2.9%
CC12CC(c3ccccc3O1)C(C(=O)N1CCOCC1)C(=O)N2 (configuration not stated) | 4.6% | nt | 3.3 | -9.6% | -3.3% | 1.1% | 1.1% | -0.5% | -31.7% | 0.7% | -2.9%
